CHRM1 antagonist = human CHRM1 antagonism; inhibition, % at 3 µM; AID 588852; actives 1.3% (n = 360,000); CHO-K1 hM1, Fluo-8 calcium fluorescence, ACh EC80 antagonist; P11229;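 active = percent inhibition above its own plate's cutoff, namely the mean of that plate's compound wells plus 3 SD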;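 note: peak over basal fluorescence ratio during 140 s after agonist addition; 0% = ACh EC80 plus DMSO and 100% = DMSO alone without agonist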
Target sequence (P11229 whole entry, looked up): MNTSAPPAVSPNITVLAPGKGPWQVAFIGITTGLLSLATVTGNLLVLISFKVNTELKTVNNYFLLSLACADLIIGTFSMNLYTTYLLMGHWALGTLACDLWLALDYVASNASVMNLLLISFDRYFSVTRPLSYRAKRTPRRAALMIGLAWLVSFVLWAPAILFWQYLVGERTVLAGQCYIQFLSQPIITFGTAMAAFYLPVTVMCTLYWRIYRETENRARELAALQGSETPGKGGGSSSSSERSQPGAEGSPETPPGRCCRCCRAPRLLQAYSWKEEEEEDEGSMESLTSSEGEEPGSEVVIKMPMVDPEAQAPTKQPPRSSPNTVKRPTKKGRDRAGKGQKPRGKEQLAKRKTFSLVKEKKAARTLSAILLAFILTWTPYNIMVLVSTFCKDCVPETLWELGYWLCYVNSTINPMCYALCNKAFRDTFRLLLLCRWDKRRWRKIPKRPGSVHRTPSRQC
CHRM1 PAM = potentiates human M1 receptor response to acetylcholine | P11229 | CHO-K1 hM1, Fluo-8 calcium fluorescence, ACh EC20; 0% = ACh EC20, 100% = maximal ACh | activation, % at 3 µM | actives 0.088% (n = 360,000) | AID 588819; in the data active = activation above about 19%, passing the limit was not always enough
TAAR1 antag = antagonists of human TAAR1 | actives 1.5% (n = 360,000) | inhibition, % at 3 µM | Q96RJ0 | CHO RD-HGA16 TAAR1, Fluo-8 calcium fluorescence, antagonist;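 active = inhibition above a per-plate cutoff, the mean inhibition of test compounds on that plate plus 3 SD, cut at about 49% in these data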;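 note: 0% = DMSO plus EC80 beta-PEA response and 100% = DMSO alone without agonist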
Target sequence (Q96RJ0 whole entry, looked up): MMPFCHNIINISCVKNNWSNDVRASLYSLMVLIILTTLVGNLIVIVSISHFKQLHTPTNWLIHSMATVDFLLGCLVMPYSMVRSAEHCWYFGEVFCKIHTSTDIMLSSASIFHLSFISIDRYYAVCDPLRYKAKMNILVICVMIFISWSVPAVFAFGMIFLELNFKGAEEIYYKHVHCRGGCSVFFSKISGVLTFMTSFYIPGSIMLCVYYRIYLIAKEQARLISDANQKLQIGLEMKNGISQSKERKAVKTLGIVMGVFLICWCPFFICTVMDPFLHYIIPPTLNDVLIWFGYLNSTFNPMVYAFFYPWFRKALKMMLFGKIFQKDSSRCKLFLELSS
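Test system – hTAAR1-expressing CHO RD-HGA16 cells, Gα16-coupled · Also added – β-PEA at EC80 concentration, post-compound challenge · Compound – 3 µM, single point · Incubation – dye loading 75 min at 37 °C, then 30 min room temperature · Measured by – Fluo-8 intracellular calcium dye fluorescence, real-time kinetic reads · Benchmarks – vehicle and agonist controls · Replicates – singlicate, one well per test compound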
CHRM1 agonist = human M1 muscarinic receptor agonism; AID 588814; actives 0.33% (n = 360,000); P11229; CHO-K1 hM1, Fluo-8 calcium fluorescence, agonist mode; 0% DMSO, 100% acetylcholine EC100; activation, % at 3 µM;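 active = activation above the run's mean compound activation plus 3 SD, cut at about 16% in these data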;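 note: peak over basal fluorescence ratio within a 140 s kinetic read after compound addition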
TAAR1 agonist = human TAAR1 agonism; AID 624467; CHO RD-HGA16 TAAR1, Fluo-8 calcium fluorescence; vehicle wells 0%, saturating PEA agonist 100%; actives 0.99% (n = 360,000); activation, % at 3 µM; Q96RJ0;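 active = activation above the mean activation of all test compounds in the run plus 3 SD, cut at about 38% in these data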
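System: CHO-derived RD-HGA16 cells with stable Gα16 and human TAAR1. Times: 17-24 h plating, Fluo-8 75 min 37 °C, 30 min RT. Measured by: calcium-sensitive Fluo-8 signal, excitation 470-495, emission 515-575 nm. Read-out basis: % activation relative to PEA EC100 response. Control set: DMSO and PEA EC100. Repeats: no replicates (n 1).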
CHO-K1 Ca antag = M1 antagonist counterscreen hit in parental CHO-K1 cells. inhibition, % at 3 µM. ATP-induced calcium, Fluo-8 fluorescence. actives 0.6% (n = 360,000). AID 602250;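 active = inhibition above a per-plate cutoff, the plate's mean sample inhibition plus 3 SD, cut at about 24% in these data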;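 note: 0% = DMSO plus EC80 ATP and 100% = DMSO alone without ATP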
CHO parental Ca = signal in parental CHO cells, OX1R antagonist counter-screen | parental CHO-K1, ATP-induced calcium, Fluo-8 fluorescence | inhibition, % at 5.6 µM | actives 0.63% (n = 330,000);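 active = inhibition above that plate's mean sample inhibition plus 3 SD, cut at about 26% in these data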;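 note: 0% = ATP-challenged DMSO wells and 100% = DMSO wells without ATP; some compounds past the cut are filed as inactive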
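Material – parental CHO cells · Reagent – ATP stimulus · Compound – single nominal dose of 5.6 µM per compound · Detection – Fluo-8 fluorescence · Read-out basis – percent inhibition of calcium signal · Controls – ATP-challenged DMSO wells low, unchallenged DMSO wells high · Repeats – no replicates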
M1 PAM parental = M1 PAM counterscreen hit in parental CHO-K1 cells; ATP EC20, Fluo-8 calcium fluorescence; 0% at ATP EC20, 100% at ATP max; activation, % at 3 µM; actives 0.02% (n = 360,000);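 active = activation above the run cutoff, the mean activation of all test compounds plus 3 SD, cut at about 40% in these data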;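 note: peak over basal fluorescence ratio in a 140 s read after ATP addition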
M1 ag parental = M1 agonist counterscreen hit in parental CHO-K1 cells | Fluo-8 calcium fluorescence; scaled to maximal ATP response, vehicle zero | activation, % at 3 µM | actives 0.48% (n = 360,000); in the data active = activation above about 15%;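 note: untransfected CHO-K1 host cells lacking M1 receptor as counterscreen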
Starred values were filed as active, the others as inactive; nt = no result given.

SMILES | CHRM1 antagonist | CHRM1 PAM | TAAR1 antag | CHRM1 agonist | TAAR1 agonist | CHO-K1 Ca antag | CHO parental Ca | M1 PAM parental | M1 ag parental
CCCCS(=O)(=O)N1CCC(C(=O)Oc2ccc(Cl)cc2)CC1 | -3.6 | 3.6 | 6.5 | -0.9 | 7.5 | 8.2 | -8.3 | -7.9 | 1.5
CC1Oc2ccccc2OC1C(=O)Nc1ccccn1 (stereo not given) | -12.2 | -0.6 | -17.2 | -4.6 | 4.7 | 4.1 | -12.7 | 3.0 | -0.2
CC(O)c1nc2ccccc2n1C1CCCCC1 (stereo not given) | -2.4 | 8.0 | -5.3 | -2.5 | 6.2 | -23.2 | -1.1 | 18.6 | 0.1
Cc1nn(CC(=O)NCCc2ccco2)c(=O)c2nn(-c3ccccc3)c(C)c12 | -6.2 | 5.1 | -23.2 | -4.1 | 4.4 | -9.8 | -9.0 | 13.8 | 0.1
CCOC(=O)c1cc(C)sc1NC(=O)C1CCC1 | 2.7 | 1.7 | 5.2 | -13.0 | 3.3 | -8.8 | -0.1 | 11.8 | -0.3
COc1ccc2c(c1)c(C(C)=O)c(C)n2CCc1ccccc1 | -12.8 | -0.4 | 14.8 | -0.5 | 0.4 | -10.6 | 5.6 | 4.3 | 10.1
COc1ccc(-c2cc(C(=O)Nc3c(C)n(C)n(-c4ccccc4)c3=O)no2)cc1OC | -8.0 | 4.3 | -14.6 | -2.6 | -0.9 | -8.6 | -0.7 | 10.2 | -0.2
Clc1ccc(-c2ccccc2)nn1 | -5.2 | 6.2 | -10.8 | -3.0 | 2.7 | 6.4 | -16.9 | -6.9 | 0.3
CC(=O)C[C@H](O)CC(=O)[C@H]1OC(=O)[C@H](C)CCCCc2ccccc21 | -14.5 | 9.7 | 9.1 | -0.7 | -0.3 | -17.0 | -12.9 | 2.4 | 0.1
CC(C)Cn1cnc2c(SCc3ccc(Cl)cc3)nc(N)nc21 | 1.2 | -4.5 | 14.3 | 4.3 | 1.0 | -5.7 | nt | 13.3 | 2.9
CC(C)(C)NC(=O)CC(c1ccccc1)c1ccccc1O (stereo not given) | -6.6 | 9.1 | 0.4 | -3.6 | -0.8 | -6.9 | -13.0 | 6.0 | 0.3
COc1ccc(OC)c(NC(=O)c2ccc(S(=O)(=O)N3CCOCC3)cc2)c1 | -12.2 | 12.0 | 3.0 | -4.2 | 1.4 | -2.2 | -9.4 | 8.8 | 2.2
COC(=O)C1CCN(C(=O)CSc2nnc(-c3ccccc3)o2)CC1 | -7.4 | 9.3 | -19.9 | -1.1 | 0.0 | -3.3 | -8.7 | 12.6 | 2.4
O=C(COC(=O)COc1cccc(Br)c1)Nc1c(Cl)cccc1Cl | -8.7 | 4.5 | -1.7 | -6.9 | 12.2 | -5.7 | -3.2 | 15.7 | 0.9
COc1cccc(NC(=O)C2C3C=CC(O3)C2C(=O)NCc2cccnc2)c1 (stereo not given) | -4.1 | 8.8 | -8.3 | -2.5 | 7.5 | 0.6 | -0.3 | -2.7 | 0.1
CCOc1ccc(N(CC(=O)NCCc2ccccc2)S(=O)(=O)c2ccccc2)cc1 | -3.1 | 2.8 | 5.9 | -7.8 | 17.6 | -18.3 | -30.9 | 20.9 | 0.7
Nn1c(SCC(=O)Nc2ccc3c(c2)OCCO3)nnc1-c1cccnc1 | -13.9 | 9.3 | -7.5 | -3.6 | 2.4 | -3.7 | 8.6 | -4.4 | 0.3
CCCC(=O)N1CC(=O)Nc2ccc(F)cc2C1c1ccccc1 (stereo not given) | -8.7 | 17.8 | -9.0 | -1.9 | 0.9 | 0.5 | -9.6 | -8.6 | 0.1
CCOc1ccc(S(=O)(=O)NC2=NCCCCC2)cc1 | -8.5 | 10.5 | -3.6 | -4.2 | 3.1 | -1.3 | -13.6 | -8.5 | 0.1
COc1cc(/C=C/C(=O)OCC(=O)NC(=O)NC(C)C)cc(S(=O)(=O)N2CCc3ccccc32)c1OC | 3.2 | 5.2 | -30.4 | -3.7 | -1.1 | 11.6 | -12.8 | -5.7 | 0.6
COc1cccc(C(=O)Nc2ccc(NC(=O)C(C)(C)C)cn2)c1 | -2.6 | 2.6 | 5.6 | -2.5 | 5.1 | -6.5 | 2.7 | 7.2 | 0.8
COc1cccc(-n2nnc3c(=O)n(CC(=O)Nc4cc(C)on4)cnc32)c1 | -2.8 | 1.5 | -24.3 | -8.8 | 1.2 | -7.2 | -4.1 | 19.7 | -0.8
Nc1[nH][nH]c(=O)c1N=Nc1ccccc1 | -10.5 | 2.2 | -0.4 | -4.2 | -0.5 | -0.4 | nt | 1.1 | -0.2
O=C(O)C1CCC(C(=O)O)SS1 (stereo not given) | -15.2 | 9.3 | 13.4 | 3.3 | 1.3 | -15.8 | nt | 13.8 | 1.7

Among those listed so far, these contain a tert-butyl group.
SMILES | CHRM1 antagonist | CHRM1 PAM | TAAR1 antag | CHRM1 agonist | TAAR1 agonist | CHO-K1 Ca antag | CHO parental Ca | M1 PAM parental | M1 ag parental
CC(C)(C)NC(=O)CC(c1ccccc1)c1ccccc1O (stereo not given) | -6.6 | 9.1 | 0.4 | -3.6 | -0.8 | -6.9 | -13.0 | 6.0 | 0.3
COc1cccc(C(=O)Nc2ccc(NC(=O)C(C)(C)C)cn2)c1 | -2.6 | 2.6 | 5.6 | -2.5 | 5.1 | -6.5 | 2.7 | 7.2 | 0.8

More compounds follow:
SMILES | CHRM1 antagonist | CHRM1 PAM | TAAR1 antag | CHRM1 agonist | TAAR1 agonist | CHO-K1 Ca antag | CHO parental Ca | M1 PAM parental | M1 ag parental
COc1cccc(CN2CC(C(=O)N3CCOCC3)CCC2=O)c1 (stereo not given) | -0.8 | 3.0 | 0.7 | 0.4 | 0.9 | -8.2 | -1.1 | 2.7 | 0.2
Cc1ccc(S(=O)(=O)N2CCOCC2)cc1C(=O)OCC(=O)NCCc1ccc(F)cc1 | -1.1 | 3.3 | -10.7 | -1.9 | 7.3 | -10.2 | -5.8 | 12.9 | 1.9
COc1ccc(NC(=O)O/N=C/c2ccc(Br)cc2)cc1 | -9.6 | 3.0 | -18.0 | -4.7 | -0.6 | -10.8 | -5.5 | -10.8 | -0.5
CSCC[C@H](NC(=O)[C@H](Cc1ccccc1)n1c(=O)[nH]c2ccccc2c1=O)C(=O)N[C@@H](Cc1ccccc1)C(=O)O | -9.2 | 4.3 | -29.1 | -3.3 | 0.0 | -2.6 | -4.0 | 9.9 | 0.5
CCN(CC)c1ccc(NC(=O)c2cnn(CC)c2)cc1 | -5.7 | 4.6 | -4.5 | -4.2 | 2.3 | -0.1 | -16.9 | 15.1 | 0.4
C/C(=N\Nc1ccc(C#N)cc1[N+](=O)[O-])c1ccc(O)cc1 | -7.5 | 1.9 | -6.7 | -2.8 | 7.8 | -14.8 | 0.4 | 9.6 | 2.0
C/C(=N\NC(=O)CNC(=O)c1ccc(Br)cc1)c1ccco1 | -4.7 | 6.7 | -15.4 | -3.1 | -0.6 | -12.2 | -4.6 | 4.5 | 0.2
O=C(Cc1ccccc1)NNC(=O)Nc1ccc(Cl)c(Cl)c1 | 4.5 | 0.5 | -2.9 | -4.9 | 1.7 | 11.7 | -5.5 | -7.3 | -0.1
COc1ccc(-c2c(C#N)cnc(C)c2C)c(O)c1OC | -3.8 | 4.1 | -16.1 | -2.7 | 0.1 | 9.5 | nt | -9.1 | -0.2
Cc1c(C(=O)O)sc2c1c(=O)n(Cc1ccccc1)c(=O)n2C | -0.9 | -1.1 | -12.2 | -1.4 | 6.9 | -2.3 | -8.1 | -1.6 | 0.3
CCn1c(CSc2nc3ccccc3s2)nc2ccccc21 | -0.7 | 0.2 | 37.8 | -0.6 | 20.5 | -14.5 | 54.7* | -14.6 | 4.8
O=C(c1ccccn1)c1cc2ccccc2n1S(=O)(=O)c1ccccc1 | -10.6 | 3.8 | -7.5 | -3.8 | -1.5 | -17.2 | -9.3 | 22.0 | 0.3
Cc1cc(C)n2nc(N)c(N=Nc3ccc(Cl)cc3)c2n1 | -9.5 | 6.3 | 12.5 | -2.9 | 1.5 | -3.2 | -13.3 | -0.4 | 0.3
COc1ccc(N2C(=NC(=O)C(C)Oc3ccccc3)SC3CS(=O)(=O)CC32)cc1 (stereo not given) | -9.3 | 9.3 | -3.1 | -1.6 | 6.3 | -16.4 | -12.4 | 13.6 | 2.2
CONc1nc(NC(C)(C)C)nc(OCC#N)n1 | -12.2 | 2.7 | 2.1 | -7.1 | 0.0 | -4.1 | -1.1 | -1.9 | 0.0
COc1ccccc1NC(=S)N(CCN1CCOCC1)Cc1ccccc1F | 5.5 | 0.3 | -8.1 | -2.2 | 3.0 | -8.6 | -25.1 | 6.4 | 0.3
CCC(C(=O)OCC(=O)N(CCOC)c1c(N)n(Cc2ccccc2)c(=O)[nH]c1=O)c1ccccc1 (stereo not given) | -14.5 | 6.7 | -9.6 | -2.9 | -1.1 | -5.8 | -1.9 | 10.6 | 1.0
Cc1ccccc1C(=O)Nc1nnc(S(=O)(=O)N2CCCCC2)s1 | -6.2 | 1.9 | 3.2 | -0.1 | 0.6 | 2.2 | -15.0 | 9.7 | 0.4
CC(Sc1nnc(-c2ccco2)n1C)C(=O)NC1CCCC1 (stereo not given) | -9.1 | 8.9 | -28.6 | -1.9 | 0.9 | -19.1 | -8.4 | 12.2 | -0.4
Cc1cccc(NC(=O)c2ccc([N+](=O)[O-])s2)n1 | 17.1 | 9.9 | -6.3 | 4.8 | 0.6 | 12.4 | 12.3 | -10.5 | 0.8
O=C(COC(=O)C1CCN(c2ccc(C(F)(F)F)cn2)CC1)Nc1cccc(F)c1 | -11.3 | 4.3 | 13.8 | -2.9 | 0.9 | 0.0 | -2.4 | -9.2 | 0.3
COc1ccc(N2CCN(c3nc4ccccn4c(=O)c3C=O)CC2)cc1 | -0.7 | 3.3 | -8.4 | -1.8 | 7.5 | 0.1 | -14.4 | 0.9 | 0.9
COCc1cccc(-c2csc(C(NC(C)=O)c3ccc(F)c(F)c3)n2)c1 (stereo not given) | -4.0 | 0.5 | -31.3 | -3.6 | 4.2 | -2.9 | nt | 9.2 | 1.2
CC(=O)Nc1ccc(S(=O)(=O)N2c3ccccc3C(C)=CC2(C)C)cc1 | 0.2 | -2.2 | -16.9 | -4.4 | 5.7 | -2.4 | -13.3 | -7.8 | 1.5
COc1ccc(/C(O)=C/C(=O)C(=O)NNC(=O)C(O)(c2ccccc2)c2ccccc2)cc1 | -5.0 | 7.4 | -0.9 | -0.1 | 11.6 | -9.8 | -21.2 | 14.6 | 0.9
Cc1cc(C)cc(-n2c(SCC(=O)Nc3cccc(S(=O)(=O)NC4=NCCCCC4)c3)nc3ccccc3c2=O)c1 | -5.3 | -2.9 | 7.9 | -7.6 | 2.4 | -8.5 | -15.8 | 19.6 | 0.8

Compounds were not picked by outcome (roughly 4.4% active in at least one column).
